POLB inh: inhibitors of human DNA polymerase beta; P06746; Pol beta primer extension/strand displacement, fluorescence kinetic; actives 1.3% (n = 340,000); Potency, µM (highest dose often 114 µM), for inactives: at the highest dose activity change, negative = inhibition, most hits filed as inhibitors; further: potency means the concentration at half of the fitted maximal effect; on the % scale 0 is the no-effect control and ±100 the full control effect
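10 nM enzyme + cpd, 15 min RT; start with substrate 50 nM final; read 0 min and after 10 min RT. Corrected, normalized data; 4-parameter Hill curve fit.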
12-LOX inh: blocks human arachidonate 12S-lipoxygenase; P18054; purified 12hLO, xylenol orange hydroperoxide absorbance; Potency, µM (top dose mostly 108 µM), for the others: at the top dose activity change, negative = inhibition, most hits filed as inhibitors; actives 1.1% (n = 580,000); AID 1671190; further: potency means the concentration at half of the fitted maximal effect; on the % scale 0 is the no-effect control and ±100 the full control effect
Target sequence (P18054 whole entry, looked up): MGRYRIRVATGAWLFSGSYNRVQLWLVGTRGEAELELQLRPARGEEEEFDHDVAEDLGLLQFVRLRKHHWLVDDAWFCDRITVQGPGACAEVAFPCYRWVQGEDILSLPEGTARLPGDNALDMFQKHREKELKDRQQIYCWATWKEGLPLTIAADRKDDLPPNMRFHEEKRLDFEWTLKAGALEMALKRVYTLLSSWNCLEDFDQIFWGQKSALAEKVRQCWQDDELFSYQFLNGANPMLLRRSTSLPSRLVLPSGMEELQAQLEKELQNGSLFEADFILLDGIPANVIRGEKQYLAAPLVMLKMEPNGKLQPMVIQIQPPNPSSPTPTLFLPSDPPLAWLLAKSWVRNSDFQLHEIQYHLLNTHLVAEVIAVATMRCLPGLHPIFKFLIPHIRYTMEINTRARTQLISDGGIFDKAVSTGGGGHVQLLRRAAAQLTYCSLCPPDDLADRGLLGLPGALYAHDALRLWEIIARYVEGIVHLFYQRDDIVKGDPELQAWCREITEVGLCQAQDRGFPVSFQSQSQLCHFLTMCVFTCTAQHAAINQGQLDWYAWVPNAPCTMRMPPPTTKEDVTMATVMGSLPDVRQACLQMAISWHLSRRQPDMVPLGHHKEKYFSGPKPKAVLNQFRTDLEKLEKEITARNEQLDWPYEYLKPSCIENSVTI
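Hydroperoxide product was detected by ferrous iron/xylenol orange as the 573 to 405 nm absorbance ratio. Arachidonic acid at 40 uM (final) was turned over for 30 min at room temperature by 150 nM human 12hLO, pH 7.0 Hepes buffer, after 15 min compound preincubation.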
RGS4 inhibitor: blocks human RGS4-accelerated GTP hydrolysis; P49798; Transcreener GDP fluorescence polarization, RGS4-accelerated GTP hydrolysis; Potency, µM (titrated, usually from 114 µM), inactives show top-dose activity change, negative = inhibition, most hits filed as inhibitors; actives 0.039% (n = 390,000); AID 504845; further: potency means the concentration at half of the fitted maximal effect; on the % scale 0 is the no-effect control and ±100 the full control effect; nearly all actives have a fitted effect of over 75% in size; some results filed as inactive show a strong effect at the top dose
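MLSMR compounds (23 nl, pin-transferred) preincubated 10 min at room temperature with a 500nM (2x) first reagent, then RGS4 at 900nM (2x) plus Transcreener GDP mix added; fluorescence polarization (620/688 nm) read before and after 90 min at 30 °C.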
POLK inh: inhibitors of human DNA polymerase kappa | actives 0.53% (n = 400,000) | AID 588579 | Potency, µM (highest dose often 107 µM), without a hit: top-dose activity, negative = inhibition, usual class: inhibitors | Q9UBT6 | purified Pol kappa, fluorescent DNA synthesis assay, 10 min; further: potency means the concentration at half of the fitted maximal effect; on the % scale 0 is the no-effect control and ±100 the full control effect
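Fluorescent qHTS in 1536-well format: enzyme (10 nM) and compound sat 15 min at room temperature before 50 nM substrate (final) was added. Signal taken at 0 and 10 min; no-enzyme buffer wells were negative controls.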
APE1 inh: APE1 (human) endonuclease inhibition. Potency, µM (titrated, usually from 65.8 µM), for inactives: at the top dose activity change, negative = inhibition, actives largely listed as inhibitors. actives 0.35% (n = 350,000). P27695. recombinant APE1, TAMRA/BHQ-2 abasic DNA cleavage fluorescence;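 further: potency means the concentration at half of the fitted maximal effect; plate controls were vehicle for no effect and reference inhibitor for full effect; nearly all actives have a fitted effect of over 55% in size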
Target sequence (P27695 whole entry, looked up): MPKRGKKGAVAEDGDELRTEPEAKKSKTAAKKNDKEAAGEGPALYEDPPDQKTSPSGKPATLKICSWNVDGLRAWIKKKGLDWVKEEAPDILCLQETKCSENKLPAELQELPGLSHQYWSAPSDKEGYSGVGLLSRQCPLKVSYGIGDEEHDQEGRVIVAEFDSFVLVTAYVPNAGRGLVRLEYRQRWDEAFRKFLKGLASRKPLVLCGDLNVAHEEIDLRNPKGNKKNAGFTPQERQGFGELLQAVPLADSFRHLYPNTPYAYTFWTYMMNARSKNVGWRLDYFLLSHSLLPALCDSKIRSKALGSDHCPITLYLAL
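Compound pre-exposure to 0.75 nM APE1, 15 min at ambient temperature. Reaction initiated with 50 nM TAMRA/BHQ-2 THF substrate, read immediately in kinetic mode, 525 nm excitation, 598 nm emission.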
LDHA inh: blocks human lactate dehydrogenase A; activity change, % (values are at about 110 or 230 µM); purified LDHA, NADH/diaphorase-resazurin fluorescence; hits give low values; P00338; actives 0.15% (n = 480,000); in the data active means activity change below about -30%; inconclusive means mostly about -25% to -30%;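 further: plate controls were DMSO wells for no effect and wells without enzyme for full effect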
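Human LDH5 (2 nM) was incubated with 0.06 mM NADH and 0.2 mM pyruvate for 5 min at room temperature in Tris pH 7.4. Remaining NADH was coupled through diaphorase/resazurin, and resorufin fluorescence was read at 0 and 20 min.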
POLH inh: inhibitors of human DNA polymerase eta | recombinant Pol eta, fluorescent DNA replication assay | Q9Y253 | actives 1.2% (n = 390,000) | Potency, µM (top dose mostly 114 µM), inactives show top-dose activity change, negative = inhibition, actives largely listed as inhibitors; further: potency means the concentration at half of the fitted maximal effect; on the % scale 0 is the no-effect control and ±100 the full control effect
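Fluorescent replication assay: 50 nM final substrate added after a 15 min room-temperature compound preincubation with 10 nM enzyme. Signal taken at 0 min and again at 10 min.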
Apoferritin bind: binds horse apoferritin like a general anesthetic; P02791; actives 0.074% (n = 350,000); Potency, µM (top dose mostly 77.5 µM), for the others: at the highest dose activity change, negative = displacement, hits mostly inhibitors; apoferritin/1-aminoanthracene competitive binding, fluorescence; further: potency means the concentration at half of the fitted maximal effect; on the % scale 0 is the no-effect control and ±100 the full control effect; nearly all actives have a fitted effect of over 20% in size
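10 uM apoferritin + 50% sat. 1-AMA, PBS; cpd 10 min RT; Ex380/Em535 endpoint; normalized to free probe vs complex; 4-param Hill fit; propofol titration as pos. ctrl.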
ERG Ets-DNA blk: inhibitors of human ERG Ets domain-DNA interaction; P11308; fluorescence polarization, His-ERG Ets domain / labelled DNA; Potency, µM (titrated, usually from 76.9 µM), inactives show at the top dose FP activity, negative = inhibition, usual class: inhibitors; actives 0.028% (n = 370,000); AID 624246; active means well fitted inhibition curve with a large enough effect in the polarisation, with a control signal flat; inconclusive means small, poorly fitted or top-dose-only effect, or effect the other way, or a change in a side signal; inactive means no such curve, though single readings can be large or run the other way; the % refers to the polarisation;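 further: polarization taken with two DNA probes labelled with fluorescein and Texas red; potency means the concentration at half of the fitted maximal effect; % of control where 0% means no effect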
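His-tagged ERG Ets domain (1 uM in the protein solution; 300mM KCl, 50mM Tris-HCl, 1mM EDTA, 1mM DTT, pH 7.5) received compound, then a probe mix of 5 nM fluorescein-DNA and 100nM Texas-615-DNA. Fluorescence polarization was read for both dyes.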
* = called active by the depositor; u = inconclusive; x = no result given; & = joins results of further samples; [ ] = another dose, or the depositor's remark. Unless noted, the call rests on the fitted dose curve; in most records, active means well fitted curve in the direction sought with a large enough effect; inconclusive means small, poorly fitted or top-dose-only effect, or another doubt; inactive means no such curve, though single readings can be large; an effect the other way counts as inactive or inconclusive.

SMILES | POLB inh | 12-LOX inh | RGS4 inhibitor | POLK inh | APE1 inh | LDHA inh | POLH inh | Apoferritin bind | ERG Ets-DNA blk
COc1ccc(Nc2nc(N3CCN(S(=O)(=O)N(C)C)CC3)nc3ccccc23)cc1 | 16% | 0% | 15% | -3% | 4% | -1 | 1% | 404%[activator] | 25%
c1ccc(OCCn2cnc3ccccc32)cc1 | -9% | u | -7% | -2% | u | 5 | -11% | -3% | 4%
Cc1ccc(C(=O)N2CCN(Cc3ccccc3)CC2)cc1S(=O)(=O)N1CCOCC1 | x | -6% | 8% | -13% | -16% | -3 | -2% | x | -6%
COc1cccc(C2C(C(=O)c3cccs3)=C(O)C(=O)N2CCN(C)C)c1OC (centres undefined) | 8% | 0% | 14% | -7% | -2% | 4 | 14% | -6% | -13%
CCOc1cc(/C=N/NC(=O)CSc2nncn2C)ccc1OCc1ccccc1 | 1% | 27% | -8% | -5% | 18% | -3 | -27% | -11% | -5%
CC(C)C(=O)Nc1ccc(C(=O)NNC(=O)c2cccs2)cc1 | 0% | -23% | 16% | 7% | 8% | -2 | -2% | 3% | 4%
Nc1nnc(COc2ccc(Br)cc2Br)s1 | 11% | 13% | 8% | -1% | -3% | -3 | -6% | u | x
COc1ccc(C2=NOC(C(=O)Nc3ccc(C(C)=O)cc3)C2)cc1OC (centres undefined) | 15% | 6% | -19% | -9% | 10% | -2 | -3% | -12% | -11%
Fc1ccc(CN2CCSCC2)cc1Br | -9% | u | 14% | 0% | 0% | u | -7% | u | 2%
COc1cc2oc(=O)cc(-c3ccc(-c4ccc(CO)cc4)cc3)c2c(OC)c1OC | x | 2% | 4% | u | -20%&4% | -1 | -10% | u | -15%
Clc1ccc(CNCCC2=CCCCC2)cc1 | 6% | -22% | 18% | -7% | 4% | -10 | -4% | -10% | -5%
OC(CN1CCN(Cc2ccccc2)CC1)c1ccccc1 (centres undefined) | -1% | -7% | 4% | 16% | 3% | -1 | -9% | 1% | 13%
O=C(OCc1ccccc1)c1cccnc1Cl | u | 6% | -2% | -15% | -14% | -3 | -29% | -18% | -6%
Cc1ccc(C2C(C(=O)O)c3ccccc3C(=O)N2C)o1 (centres undefined) | 10% | 5% | 5% | -3% | 17% | -2 | -5% | -2% | x
Cc1nc(CNS(=O)(=O)c2ccc3c(c2)CCCC3)cs1 | -6% | 18% | -4% | -9% | 6% | 3 | -9% | -10% | 3%
COC(=O)c1ccc(NC(=O)CCN2CCN(Cc3ccccc3)CC2)cc1 | 22% | u | 20% | -10% | 2% | -5 | -3% | -3% | -9%
CCOC(=O)c1sc(NC(=O)CSc2nc3c(c(=O)n2-c2ccc(C)cc2)SCC3)c(C(=O)OCC)c1C | 3% | -8% | 1% | -2% | 16% | -13 | -9% | 0% | -1%
NNC(=O)c1nc(Cl)c(Cl)c(N)c1Cl | 0% | 10% | 1% | -7% | 5% | -12 | u | -12% | -4%
c1ccc(-c2noc(-c3cccnc3)n2)nc1 | 11% | 0% | 4% | 4% | 1% | -11 | -8% | 2% | 5%
Cc1ccccc1SCC(=O)OCC(=O)N1CC(=O)Nc2ccccc21 | x | 0% | 7% | 8% | -8% | 0 | -22% | x | 1%

One compound at a time (already shown). Screens in order: POLB inh	12-LOX inh	RGS4 inhibitor	POLK inh	APE1 inh	LDHA inh	POLH inh	Apoferritin bind	ERG Ets-DNA blk
`Cc1nc(CNS(=O)(=O)c2ccc3c(c2)CCCC3)cs1` is listed as -6%	18%	-4%	-9%	6%	3	-9%	-10%	3%
`Fc1ccc(CN2CCSCC2)cc1Br` is listed as -9%	u	14%	0%	0%	u	-7%	u	2%
`Cc1ccccc1SCC(=O)OCC(=O)N1CC(=O)Nc2ccccc21` is listed as x	0%	7%	8%	-8%	0	-22%	x	1%

Reformatted: entries from further up.
Second line of a record: POLB inh, 12-LOX inh, RGS4 inhibitor, POLK inh, APE1 inh, LDHA inh, POLH inh, Apoferritin bind, ERG Ets-DNA blk
Nc1nnc(COc2ccc(Br)cc2Br)s1
 : 11%, 13%, 8%, -1%, -3%, -3, -6%, u, x
COc1ccc(C2=NOC(C(=O)Nc3ccc(C(C)=O)cc3)C2)cc1OC (centres undefined)
 : 15%, 6%, -19%, -9%, 10%, -2, -3%, -12%, -11%

The list continues.
SMILES | POLB inh | 12-LOX inh | RGS4 inhibitor | POLK inh | APE1 inh | LDHA inh | POLH inh | Apoferritin bind | ERG Ets-DNA blk
CCOC(=O)c1nc(Nc2ccc(Cl)cc2)c2c(C)noc2n1 | -28% | -22% | -7% | -5%[60.1 µM] | x | -5 | -1% | -11% | -3%
COc1cccc(CNn2cnnc2)c1O | -9% | -1% | -4% | -7% | 1% | -4 | -20% | 0% | -1%
COc1cc(C2C(=O)N(C3CCCCCC3)CC(=O)N2CCC2=CCCCC2)ccc1OC(C)C (centres undefined) | -16% | -17% | 3% | -3%[60.1 µM] | x | 0 | -18% | -7% | -1%
COc1ccc(C(=O)N(c2ccc(OC)cc2)S(=O)(=O)c2cccs2)cc1 | -13% | -7% | 0% | -15% | 0% | -2 | -19% | 1% | -11%
NS(=O)(=O)c1ccc(CCNC(=O)COC(=O)/C=C/c2ccc(OC(F)F)cc2)cc1 | x | -2% | 3% | -3% | 23% | -6 | -8% | x | -6%
N#Cc1ccc(/C=C/C(=O)c2ccccc2)cc1 | 1% | 51%[activator] | -21% | -4% | 1% | -14 | 9% | -3% | -19%
COc1ccc(CCNC(=O)Cc2c(C)c3c(cc(C)c4c(C)coc43)oc2=O)cc1OC | 26% | -21% | 37% | -11% | x | -15 | -14% | -6% | -1%
O=c1cc(CN2CCN(S(=O)(=O)/C=C/c3ccccc3)CC2)c2ccc(O)cc2o1 | u | -15% | -30% | u | u | -5 | u | 149%[activator] | 6%
COC(=O)c1ccc(C(=O)Nc2ccc3nc(-c4cccnc4)[nH]c3c2)cc1 | 0% | 0% | 0%[11.4 µM] | -16% | -4% | -10 | 0% | 4% | 2%
Cc1cccc(-c2nc(CSCC(=O)NCc3cccs3)c(C)o2)c1 | -1% | 10%&0% | 48% | -22% | -3% | 2&0 | -1% | u | 1%
Cc1csc(=O)n1CC(=O)OCC(=O)NCc1ccc(F)cc1 | x | -3% | 7% | -7% | -9% | -5 | -4% | x | -2%
CCO[C@@H]1OC(C(=O)N2CCOCC2)=C[C@H](c2ccc(Br)cc2)[C@H]1CCCO | 9% | -2% | -15% | -14% | 3% | -10 | -14% | 2% | -6%
Cc1cccc(Cn2c(C)c(C)c3cc(C(=O)NCc4ccc(C)o4)ccc32)c1 | 0% | u | u | -2% | x | 10 | -13% | 44%[activator] | 0%
CCCNc1c(NC(C)=O)c(=O)oc2ccccc12 | 0% | u | -7% | -3% | -6% | -4&-3 | -2% | 4% | 2%
O=S(=O)(c1cccs1)n1nnc2ccccc21 | 14% | 77%[activator] | -12% | -2% | -1% | -2 | -7% | -21% | -9%
COCCN(C(=O)C(C)C)c1nnc(-c2ccc(C)cc2)s1 | 15% | 0% | 40% | -10% | 5% | 5 | -1% | -17% | -1%
CN(C)c1ccc(/C=C/C(=O)c2ccc3c(c2)OCCO3)cc1[N+](=O)[O-] | -24% | -9% | 31% | -2% | -5% | -9 | -4% | -11% | -4%
CCOC(=O)c1c(C)c(C(=O)N2CCN(c3ccc(F)cc3)CC2)c(C)n1C | -1% | -12% | -6%[11.4 µM] | -4%[60.1 µM] | -4% | 2 | -10% | -16% | -4%
CCOc1ccccc1C(=O)NCC(c1ccc(N(C)C)cc1)N1CCCC1 (centres undefined) | -2% | -3% | -2% | -3%[60.1 µM] | x | -1 | -10% | 21% | 12%
CC(C)(C)OC(=O)N1CCC[C@H]1C(=O)NCC1CCC(C(=O)O)CC1 (some centres undefined) | 33% | 0% | -9% | -7% | 5% | -4 | 0% | -11% | -12%

Screening data as filed in PubChem BioAssay.

This is a subset; the hit share may differ from the screen's.
